MC4R barr agon: human MC4R agonism via beta-arrestin; P32245; U2OS MC4R beta-arrestin complementation, luminescence; percent of melanotan II response, DMSO zero; activation, % at 8.9 µM; hit rate 0.98% among 360,000;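 active = activation above a per-plate cutoff, the mean activation of sample wells on that plate plus 3 SD, cut at about 8% in these data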
NOD2 RIPK2 PPI: NOD2-RIPK2 protein interaction inhibition | inhibition, % at 4.98 µM | O43353 | hit rate 0.38% among 360,000 | CHO BLA complementation NOD2-RIPK2, CCF4 ratio; in the data active = inhibition above about 21%;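 note: 0% = vehicle only and 100% = reference blocker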
SRC2 inh: inhibits human steroid receptor coactivator 2. Q15596. HEK293 GAL4-SRC2 luciferase reporter, luminescence. inhibition, % at 9 µM. hit rate 0.17% among 370,000. AID 651957;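 active = inhibition above the mean inhibition of all tested compounds plus 3 SD, set per campaign, cut at about 52% in these data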;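 note: 0% = DMSO treated cells and 100% = cells given Gossypol at 36 µM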
ABHD5-PLIN5 inh: inhibitors of human ABHD5-perilipin-5 interaction | hit rate 0.78% among 360,000 | Split G. princeps luciferase complementation, luminescence, 4 h | inhibition, % at 4 µM | AID 602281 | Q00G26+Q8WTS1;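 active = inhibition above the mean inhibition across every tested compound plus 3 SD, cut at about 22% in these data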;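 note: 0% = DMSO only wells and the 100% control is not disclosed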
NR5A2 inv ag: inverse agonists of human LRH-1 (NR5A2); O00482; HEK293T StAR-luciferase reporter, LRH-1 transfected, 24 h; inhibition, % at 3.6 µM; hit rate 0.13% among 360,000;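 active = inhibition above the mean inhibition of all tested compounds plus 3 SD, cut at about 73% in these data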;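 note: 0% = DMSO wells and 100% = reporter-only cells lacking LRH-1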
SRC1 inh: inhibitors of human steroid receptor coactivator 1 (SRC1); inhibition, % at 3.6 µM; Q15788; AID 588354; hit rate 0.12% among 360,000; HEK293 GAL4-SRC1 luciferase reporter, luminescence;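 active = inhibition above the campaign mean plus 3 SD, with each screening campaign given its own cutoff, cut at about 60% in these data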;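 note: 0% = DMSO treated cells and 100% = gossypol at 36 µM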
MC4R antagonist: blocks human MC4R cAMP signaling; MC4R-expressing cells, MTII-stimulated cAMP, LANCE TR-FRET; inhibition, % at 6.5 µM; hit rate 0.48% among 360,000;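 active = inhibition above its plate's cutoff, the mean of tested wells on that plate plus 3 SD, cut at about 29% in these data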;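 note: 0% = Melanotan II alone and 100% = Melanotan II plus saturating MCL0020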
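System: U2OS cells stably expressing human melanocortin 4 receptor (MC4R). Reagent: Melanotan II challenge after compound preincubation. Doses: 6.5 µM. Times: 30-min compound, 1-h challenge, 1-h detection, room temperature. Measured by: TR-FRET with Eu-cAMP and labeled anti-cAMP, 671 nm. Replicates: singlicate.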
NCOA3 inh: inhibitors of human steroid receptor coactivator 3 (SRC3). inhibition, % at 3.6 µM. AID 588352. hit rate 0.17% among 360,000. HEK293 GAL4-SRC3 luciferase reporter, luminescence. Q9Y6Q9;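 active = inhibition above a per-campaign cutoff, the mean of all compounds plus 3 SD, cut at about 60% in these data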;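 note: 0% = DMSO-treated cells and 100% = gossypol-treated cells at 36 µM; higher means less SRC3-driven luciferase light from the GAL4 reporter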
TLR9-MyD88 block: inhibitors of human TLR9-MyD88 binding; Q9NR96+Q99836; CHO BLA complementation TLR9-MyD88, CCF4 FRET ratio; inhibition, % at 4.98 µM; hit rate 0.21% among 340,000; AID 504734;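 active = inhibition above the mean over all tested compounds plus 3 SD, cut at about 21% in these data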;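 note: 0% = DMSO only wells and 100% = clavulanate BLA inhibitor control wells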
Target sequence (Q99836 whole entry, looked up): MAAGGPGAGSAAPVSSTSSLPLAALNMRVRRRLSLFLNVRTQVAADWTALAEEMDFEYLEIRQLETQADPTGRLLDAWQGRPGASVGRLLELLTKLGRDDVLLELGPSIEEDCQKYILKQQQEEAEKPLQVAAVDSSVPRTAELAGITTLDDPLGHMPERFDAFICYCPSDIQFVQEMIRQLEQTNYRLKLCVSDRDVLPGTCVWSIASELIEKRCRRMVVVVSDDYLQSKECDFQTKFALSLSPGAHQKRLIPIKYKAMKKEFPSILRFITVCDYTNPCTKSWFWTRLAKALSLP
Target sequence (Q9NR96 whole entry, looked up): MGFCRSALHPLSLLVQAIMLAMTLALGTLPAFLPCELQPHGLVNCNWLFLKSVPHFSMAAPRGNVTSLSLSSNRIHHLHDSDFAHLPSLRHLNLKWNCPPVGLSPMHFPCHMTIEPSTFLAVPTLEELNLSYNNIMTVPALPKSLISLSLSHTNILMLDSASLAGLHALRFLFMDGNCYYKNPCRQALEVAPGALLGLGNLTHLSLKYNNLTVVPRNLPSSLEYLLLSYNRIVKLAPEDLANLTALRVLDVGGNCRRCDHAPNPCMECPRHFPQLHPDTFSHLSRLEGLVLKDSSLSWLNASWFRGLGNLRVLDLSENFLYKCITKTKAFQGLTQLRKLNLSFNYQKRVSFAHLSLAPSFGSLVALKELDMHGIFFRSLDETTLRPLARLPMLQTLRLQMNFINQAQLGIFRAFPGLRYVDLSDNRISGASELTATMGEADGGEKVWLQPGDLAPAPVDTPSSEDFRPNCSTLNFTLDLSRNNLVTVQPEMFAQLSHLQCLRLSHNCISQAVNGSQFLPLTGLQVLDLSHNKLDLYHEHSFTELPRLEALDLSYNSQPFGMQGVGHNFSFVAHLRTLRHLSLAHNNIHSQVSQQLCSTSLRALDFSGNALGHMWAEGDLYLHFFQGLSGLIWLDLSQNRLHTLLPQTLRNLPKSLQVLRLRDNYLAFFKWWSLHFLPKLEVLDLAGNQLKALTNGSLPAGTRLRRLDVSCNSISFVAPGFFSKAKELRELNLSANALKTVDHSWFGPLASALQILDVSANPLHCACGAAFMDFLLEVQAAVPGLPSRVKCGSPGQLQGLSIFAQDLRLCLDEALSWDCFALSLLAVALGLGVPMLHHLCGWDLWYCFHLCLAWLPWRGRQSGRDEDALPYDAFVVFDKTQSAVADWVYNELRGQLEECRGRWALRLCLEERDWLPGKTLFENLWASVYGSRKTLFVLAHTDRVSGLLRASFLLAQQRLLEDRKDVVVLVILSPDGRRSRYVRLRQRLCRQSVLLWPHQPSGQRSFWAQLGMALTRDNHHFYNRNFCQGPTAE
NR2F2 inh: blocks human COUP-TFII nuclear receptor; inhibition, % at 8.6 µM; hit rate 0.7% among 370,000; HEK293T NGFI-A luciferase reporter, luminescence; AID 686940;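 active = inhibition above a per-plate cutoff, mean inhibition of test wells between control levels plus 3 SD, cut at about 38% in these data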;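 note: cells cotransfected with COUP-TFII expression vector driving the NGFI-A reporter; 0% = median of COUP-TF2 test wells and 100% = reporter-only cells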
LMP1 NFkB inh: Epstein-Barr LMP1 NF-kappaB reporter inhibition; LMP1-induced NF-kappaB luciferase reporter cells, luminescence; inhibition, % at 12.5 µM; hit rate 0.69% among 350,000; AID 504558; in the data active = inhibition above about 41%;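 note: 0% = neutral control wells and 100% = reference inhibitor control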
Numbers without * were called inactive; / = not tested or not shown.

entry	compound	MC4R barr agon	NOD2 RIPK2 PPI	SRC2 inh	ABHD5-PLIN5 inh	NR5A2 inv ag	SRC1 inh
1	Cc1cc(C(F)(F)F)nn1CC(=O)N(C)C1CCCCC1	-0.5	4	-19	-7	-12	-8
2	Cc1ccc(O)c(NC(=O)C2CCCN2C(=O)OCc2ccccc2)c1 (configuration not stated)	-2.7	0	16	-3	7	-41
3	Cc1ccc(N2C3=C(C(=O)CC(C)(C)C3)C(c3cn(C)nc3C)C3=C2CC(C)(C)CC3=O)cc1	-2.5	-1	22	4	-17	-2
4	Cc1cc2oc(C(=O)NCCc3ccc(S(N)(=O)=O)cc3)c(C)c2cc1C	-4.4	12	9	0	12	0
5	CC(=O)c1nn(-c2cccc(Cl)c2)cc1C(=O)c1ccco1	-1.6	10	-12	6	-1	-19
6	Cc1occc(=O)c1OCc1c(F)cccc1Cl	-1.1	-4	-24	1	2	7
7	Cc1cc(NC(=O)c2cc(S(=O)(=O)N3CCCCC3)ccc2C)no1	1.9	-2	3	0	-34	3
8	Cc1ccc2nc(C)cc(C(=O)Nc3nccs3)c2c1	-1.9	4	2	-5	-2	-6
9	O=C(Cc1noc2ccccc12)NNC(=S)Nc1ccccc1	-1.9	-14	2	-2	4	3
10	CCOc1ccc(S(=O)(=O)N2CCC(C(=O)NC3CCCC3)CC2)cc1	-0.2	-2	-11	1	2	1
11	COc1cccc(NC(=O)Nc2nnc([C@H]3C[C@H](O)[C@@H](CO)O3)s2)c1	0.0	-2	-2	-2	9	6
12	CC1(c2nnc(-c3cccc(Cl)c3)o2)CC(c2c(Cl)cccc2Cl)=NO1 (configuration not stated)	0.1	5	-8	-2	-14	11
13	COc1ccc(CN2C(=O)C(CC(=O)NC3CC3)CC(C(=O)N(C)C)=C2C)cc1 (configuration not stated)	-0.7	5	5	-5	-5	-9
14	CC(NC(=O)CCC(=O)c1ccc(F)cc1)C1CC2CCC1C2 (configuration not stated)	-1.7	-9	-2	0	0	7
15	Cc1ccc(C(CC(N)=O)c2ccco2)cc1 (configuration not stated)	2.6	-6	-11	1	6	0

entry	MC4R antagonist	NCOA3 inh	TLR9-MyD88 block	NR2F2 inh	LMP1 NFkB inh
1	5	12	-1	10	-6
2	2	14	9	4	-6
3	9	12	-5	-5	11
4	16	16	2	-12	-7
5	6	-11	-1	-8	1
6	-1	-10	-5	-14	5
7	9	6	-9	8	-13
8	4	13	-9	4	-3
9	-2	17	4	-4	2
10	1	27	-10	22	-2
11	9	12	/	6	/
12	1	-3	1	3	3
13	5	-9	-5	4	0
14	1	9	-1	15	3
15	-7	-3	-5	-13	1

Continued:
entry	compound	MC4R barr agon	NOD2 RIPK2 PPI	SRC2 inh	ABHD5-PLIN5 inh	NR5A2 inv ag	SRC1 inh
16	Cc1ccc(S(=O)(=O)N2CCCCC2)cc1NC(=O)Cc1c[nH]c2ccccc12	-1.9	2	17	1	15	-21
17	Cc1cnc(C(=O)N(CCCn2ccnc2)C2C(=O)Nc3ccccc3N=C2c2ccccc2)cn1 (configuration not stated)	/	-13	-17	-2	-13	-13
18	O=C(Nc1ccccc1)NC1(C(=O)N2CCC(O)CC2)CCCCC1	1.7	-5	-10	3	9	-7
19	Cc1nn(C)c(C)c1NC(=O)CSc1nc(-c2ccccc2F)nc2c1cnn2-c1ccccc1	-1.3	5	1	3	17	-15
20	COc1cc(/C=C2/NC(=O)N(Cc3ccccc3F)C2=O)cc(OC)c1O	-0.6	-7	-5	-2	3	-18
21	CCOC(=O)CN1C(=O)C(=O)N(Cc2ccccc2F)C1=O	0.9	-1	-20	-3	5	1
22	CC(NC(=O)CCc1nnc(-c2ccc(-c3ccccc3)cc2)o1)c1nccs1 (configuration not stated)	-0.1	-3	67*	7	-47	-20
23	CCCCOC(=O)CSC1=C(C#N)C(c2cccnc2)C(C(=O)OCC)=C(c2ccccc2)N1 (configuration not stated)	-0.4	-1	-30	-2	-1	-6
24	Cc1ccc(NS(=O)(=O)c2ccc(Cl)c(C(=O)Nc3cccc(C(=O)O)c3)c2)cc1	-1.1	1	-8	-2	15	2
25	CCOc1ccc(NC(=O)c2ccccc2NC(=O)CN(C)CC(=O)Nc2ccc(C)cc2)cc1	0.0	-7	-2	4	5	6
26	CC12CCC(C(=O)N(NC(=O)c3cccnc3)C1=O)C2(C)C (configuration not stated)	-1.6	-9	-16	1	13	-9
27	O=C(Nc1cccc(Br)c1)c1ccccc1-c1ccccc1	-1.1	-8	-6	-3	10	1
28	O=S(=O)(Nc1ccc(-n2cnnn2)cc1)c1ccc(Cl)s1	1.0	-8	0	10	-7	5
29	O=C(COC(=O)/C=C/c1cccc(F)c1)Nc1ccc(Cl)cn1	0.3	1	-2	-3	-11	-15
30	O=C(O)c1[nH]c2ccccc2c1C(c1ccccc1)c1c(C(=O)O)[nH]c2ccccc12	-2.8	2	6	-5	2	-32

entry	MC4R antagonist	NCOA3 inh	TLR9-MyD88 block	NR2F2 inh	LMP1 NFkB inh
16	7	9	-7	10	-6
17	/	-19	/	-6	/
18	4	18	-2	-25	0
19	1	-8	-4	-7	-6
20	7	4	9	-2	-1
21	18	0	-12	6	0
22	-1	-10	-5	48*	10
23	1	10	-1	-3	14
24	3	-2	3	1	-1
25	8	-22	-10	4	-3
26	-3	13	-1	-13	-9
27	2	19	-4	10	-4
28	10	1	-2	-13	2
29	8	-11	9	8	-1
30	13	3	-1	-10	-7

3 compounds from above, sorted by their value in NR5A2 inv ag, low to high:
entry	compound	MC4R barr agon	NOD2 RIPK2 PPI	SRC2 inh	ABHD5-PLIN5 inh	NR5A2 inv ag	SRC1 inh
22	CC(NC(=O)CCc1nnc(-c2ccc(-c3ccccc3)cc2)o1)c1nccs1 (configuration not stated)	-0.1	-3	67*	7	-47	-20
23	CCCCOC(=O)CSC1=C(C#N)C(c2cccnc2)C(C(=O)OCC)=C(c2ccccc2)N1 (configuration not stated)	-0.4	-1	-30	-2	-1	-6
30	O=C(O)c1[nH]c2ccccc2c1C(c1ccccc1)c1c(C(=O)O)[nH]c2ccccc12	-2.8	2	6	-5	2	-32

entry	MC4R antagonist	NCOA3 inh	TLR9-MyD88 block	NR2F2 inh	LMP1 NFkB inh
22	-1	-10	-5	48*	10
23	1	10	-1	-3	14
30	13	3	-1	-10	-7

Next entries follow.
entry	compound	MC4R barr agon	NOD2 RIPK2 PPI	SRC2 inh	ABHD5-PLIN5 inh	NR5A2 inv ag	SRC1 inh
31	Cc1ccc(/C=N/NC(=O)c2ccncc2)s1	-1.0	5	-5	-6	5	1
32	CCOC(=O)C1=C(c2ccccc2)Nc2ncnn2C1c1cccc(O)c1 (configuration not stated)	0.9	-1	-33	5	-12	-10
33	CC(NC(=O)COc1ccccc1)C(=O)N1CCN(c2ccc(F)cc2)CC1 (configuration not stated)	-0.9	-1	-9	-2	-13	-4
34	Cc1ccc2oc(=O)c3cnn(CC(=O)Nc4ccccc4N4CCN(C)CC4)c3c2c1	0.4	-8	-26	2	10	5
35	Cc1noc(C)c1S(=O)(=O)N(C)C[C@H]1OCCCC[C@H](C)Oc2ccc(NC(=O)CCCN(C)C)cc2C(=O)N([C@H](C)CO)C[C@@H]1C	-0.8	-4	23	8	-13	-11
36	CCOc1ccc(N2C(=O)CC(SCCN)C2=O)cc1 (configuration not stated)	-2.4	3	-71	-5	-91	-99
37	Cc1cc(C)cc(OCCCOc2cccc3cccnc23)c1	-0.6	0	-35	11	-19	-24
38	CCOC(=O)/C=C1\NC(=O)C(C)S1 (configuration not stated)	-0.6	2	-16	-1	-2	11
39	COc1ccc(Br)cc1/C=C/c1ccc2cccc(O)c2n1	-4.1	13	6	-1	16	-77
40	COC(=O)C(NC(=O)c1ccccc1)=C1C=C(C)OC(C)=C1	-2.1	1	4	0	5	-3
41	COc1ccc(C(F)(F)F)cc1N/C=C\c1nnnn1-c1ccccc1	0.9	4	-5	-1	-14	1
42	COC(=O)C1=C(CSc2nccn2C)NC(=O)NC1c1cc(C)ccc1C (configuration not stated)	0.4	-7	-6	-6	-3	14
43	COc1ccc(Cl)cc1NC(=O)CN1CCN(S(=O)(=O)N2CCCCC2)CC1	-2.8	-8	5	-2	5	6
44	COc1ccccc1C(=O)Oc1cc(N)n(S(=O)(=O)c2ccccc2)n1	3.1	-9	-1	2	6	3
45	O=C(NCc1ccco1)c1cc2sccc2n1Cc1ccc(F)cc1	0.7	-21	-1	5	-16	3

entry	MC4R antagonist	NCOA3 inh	TLR9-MyD88 block	NR2F2 inh	LMP1 NFkB inh
31	-5	9	-2	-17	-6
32	-7	9	4	0	-18
33	3	21	9	10	-1
34	7	6	-14	-7	-5
35	-3	2	-8	-21	-2
36	3	-89	0	-55	-4
37	4	5	-6	-4	0
38	4	0	-1	-19	-2
39	-1	-24	-9	-9	7
40	-3	12	3	-3	-5
41	12	17	4	7	7
42	9	9	-6	-2	-7
43	3	18	6	5	2
44	-8	-9	-2	8	1
45	0	-6	-6	-3	-1

Brought forward from above: 3 compounds, then new ones.
entry	compound	MC4R barr agon	NOD2 RIPK2 PPI	SRC2 inh	ABHD5-PLIN5 inh	NR5A2 inv ag	SRC1 inh
43	COc1ccc(Cl)cc1NC(=O)CN1CCN(S(=O)(=O)N2CCCCC2)CC1	-2.8	-8	5	-2	5	6
44	COc1ccccc1C(=O)Oc1cc(N)n(S(=O)(=O)c2ccccc2)n1	3.1	-9	-1	2	6	3
45	O=C(NCc1ccco1)c1cc2sccc2n1Cc1ccc(F)cc1	0.7	-21	-1	5	-16	3
46	CC(C)NC(=O)CCc1nnc(Cc2cccc(C(F)(F)F)c2)o1	2.0	1	-14	-3	-43	-65
47	COc1ccc(COC(=O)C2CC(=O)N(Cc3ccc(C)cc3)C2)cc1 (configuration not stated)	-0.8	-18	/	7	8	-22
48	CC(C)[C@@H](C(=O)NCC1CCC(C(=O)O)CC1)n1nnc2ccccc2c1=O (some centres not stated)	-0.4	-19	10	2	1	-12
49	Cc1nn(C(=O)N2CCOCC2)c(C)c1CN1C(=O)c2ccccc2C1=O	0.7	-10	0	-5	-13	2
50	O=C(O)C1C2C=CC(O2)C1C(=O)Nc1cccc(C(F)(F)F)c1 (configuration not stated)	-3.0	-2	-11	6	10	8
51	CCOC(=O)CC1C(=O)NCCN1C(=O)c1ccc(Cl)cc1Cl (configuration not stated)	-1.0	-3	-8	1	10	-21

entry	MC4R antagonist	NCOA3 inh	TLR9-MyD88 block	NR2F2 inh	LMP1 NFkB inh
43	3	18	6	5	2
44	-8	-9	-2	8	1
45	0	-6	-6	-3	-1
46	8	-62	-4	-13	-20
47	-1	6	7	/	5
48	-2	-8	2	9	4
49	9	0	-3	3	-9
50	1	11	-3	1	4
51	2	-4	-2	22	-3

The list is partial, so the mix of outcomes need not match the whole.
